PTAP TSG101 blk – blocks PTAP/TSG101 interaction to inhibit HIV-1 budding; AID 493005; Potency, µM (series often up to 115 µM), inactives show top-dose activity change, negative = inhibition, actives largely listed as inhibitors; Q99816; 340,000 tested, under 10 active; Fluorescence polarization, FITC-PTAP peptide / Tsg101 binding; active means well fitted inhibition curve with a large enough effect in the main read-out, with a control signal flat, not every such curve was filed as active; inconclusive means small, poorly fitted or top-dose-only effect, or effect the other way, or a change in a side signal; inactive means no such curve, though single readings can be large or run the other way; further: potency means the concentration at half of the fitted maximal effect; % of control where 0% means no effect
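Steps: Tsg101 binding domain dispensed (10 uM final), compounds pinned in DMSO, FITC-labeled PTAP-motif peptide added (50 nM final); after 20 min binding at room temperature, polarization measured.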
Mito fusion act – blocks mitochondrial division or promotes mitochondrial fusion. S. cerevisiae fusion-defective mutant growth rescue, CellTiterGlo 48 h. Potency, µM (top dose mostly 46.1 µM), for the others: top-dose growth rescue (activation), most hits filed as activators. 0.23% of 320,000 active;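 further: potency means the concentration at half of the fitted maximal effect; % of control where 0% means no effect; nearly all actives have a fitted effect of over 45% in size; temperature-sensitive fusion mutants such as fzo1-1 at 37 °C on non-fermentable ethanol glycerol medium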
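Read-out: ATP-based luminescence (CellTiterGlo, 10 min ambient) reporting growth of fusion-defective ts yeast after 48 hours at 37C on glycerol/ethanol YPEG medium in the presence of compound.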
uPA surface inh – inhibitors of cell surface uPA generation. cell surface uPA generation assay, qHTS. Potency, µM (titrated, usually from 38.3 µM), inactives show at the highest dose activity change, negative = inhibition, actives largely listed as inhibitors. 0.31% of 330,000 active; active means well fitted inhibition curve with a large enough effect; inconclusive means small, poorly fitted or top-dose-only effect; inactive means no such curve, though single readings can be large or run the other way; tested in mouse RAW 264.7 cells; further: potency means the concentration at half of the fitted maximal effect; on the % scale 0 is the no-effect control and ±100 the full control effect; nearly all actives have a fitted effect of over 55% in size
USP2a block – USP2a (human) protease inhibition | AID 463254 | Potency, µM (titrated, usually from 38.3 µM), without a hit: top-dose activity change, negative = inhibition, most hits filed as inhibitors | 0.01% of 330,000 active | USP2 core, Ub-CHOP2 coupled fluorogenic reporter, 485/531 | O75604;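 further: potency means the concentration at half of the fitted maximal effect; plate controls were DMSO wells for no effect and full inhibition by NEM control for full effect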
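Deubiquitinase activity read as fluorescence (485/531 nm) after Ub-CHOP2 cleavage activates the enterokinase reporter on its substrate; USP2 core 10nM, Ub-CHOP2 and substrate 25nM each, 30min compound preincubation then 60min RT; data normalized to NEM, curves fitted.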
ELG1 repair inh – blocks ELG1-dependent DNA repair in HEK293T cells; Potency, µM (titrated, usually from 46.1 µM), inactives show top-dose activity change, negative = inhibition, hits mostly inhibitors; HEK293T ELG1-luciferase reporter, luminescence, 16 h; DNA damage induced by 5-fluorouridine; AID 504467; 2.3% of 330,000 active; further: potency means the concentration at half of the fitted maximal effect; on the % scale 0 is the no-effect control and ±100 the full control effect; nearly all actives have a fitted effect of over 55% in size
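Quantitative HTS, concentration-response format. 2,000 cells/well co-treated with 5-fluorouridine and compound, 16 hr in 5% CO2 at 37 °C; ONE-Glo luminescence read after 30 min.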
BCR signal inh – blocks chronic active B-cell receptor signaling. ABC-DLBCL IkBa-CBG/CBR reporter, luminescence ratio, 4 h. Potency, µM (series often up to 46.1 µM), inactives show at the top dose ratio change, negative = lower green/red ratio, actives largely listed as inhibitors. 0.05% of 340,000 active; active means well fitted inhibition curve with a large enough effect in the signal ratio, with a control signal flat, not every such curve was filed as active; inconclusive means small, poorly fitted or top-dose-only effect, or effect the other way, or a change in a side signal; the % refers to the signal ratio;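 further: potency means the concentration at half of the fitted maximal effect; plate controls were basal doxycycline-induced cells for no effect and cells given 10 µM MG132 for full effect; MG132 reads +100%, hits lower the ratio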
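Cell line TMD8 (human ABC DLBCL), stably expressing tet-inducible CBG68-IkBa fusion and CBR; IMDM/0.5% FBS; cpd up to 46 uM; dox induction, 4 h, 37C/5% CO2; dual luminescence; green/red ratio; MG132 control.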
Tb PFK block – inhibitors of T. brucei phosphofructokinase. Potency, µM (series often up to 57.5 µM), without a hit: at the highest dose activity, negative = inhibition, hits mostly inhibitors. T. brucei PFK, ADP-Glo luminescence. 0.17% of 330,000 active. O15648;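 further: potency means the concentration at half of the fitted maximal effect; 0% = uninhibited 1x PFK enzyme wells and -100% = no-enzyme wells; nearly all actives have a fitted effect of over 60% in size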
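ADP-Glo luminescence quantified ADP after 45 min at room temperature, with 1.25 nM T. brucei PFK, 0.1 mM ATP and 0.5 mM fructose-6-phosphate in pH 8.0 TEA buffer. qHTS titrations up to 57 µM; curves classified by quality.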
Eya2 inh – blocks the phosphatase activity of human Eya2 | O00167 | recombinant Eya2, OMFP fluorescence dephosphorylation (OMFP is methylfluorescein phosphate) | Potency, µM (titrated, usually from 76.9 µM), without a hit: top-dose activity, negative = inhibition, usual class: inhibitors | 0.006% of 330,000 active | AID 488837; further: potency means the concentration at half of the fitted maximal effect; on the % scale 0 is the no-effect control and ±100 the full control effect
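Eya2 protein (added as 0.2 uM solution) was preincubated with compound for 10 min at ambient temperature in 50 mM HEPES pH 7.5, 50 mM NaCl, 5 uM MgCl2, 0.05% BSA, 1 mM DTT. OMFP (added at 50 uM) then reacted 10 min; fluorescence read at 485/525 nm.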
TSHR antagonist – human thyrotropin receptor antagonism | AID 504810 | P16473 | activity change, negative = inhibition, % at 11.5 µM | TSHR-expressing cells, TSH-stimulated cAMP HTRF, 2 h; hits give low values | 0.2% of 330,000 active;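 active means activity change below a set negative limit, meaning inhibition stronger than a set level, cut at about -70% in these data; inconclusive means activity change between two set negative limits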; further: on the % scale 0 is the no-effect control and ±100 the full control effect
Target sequence (P16473 whole entry, looked up): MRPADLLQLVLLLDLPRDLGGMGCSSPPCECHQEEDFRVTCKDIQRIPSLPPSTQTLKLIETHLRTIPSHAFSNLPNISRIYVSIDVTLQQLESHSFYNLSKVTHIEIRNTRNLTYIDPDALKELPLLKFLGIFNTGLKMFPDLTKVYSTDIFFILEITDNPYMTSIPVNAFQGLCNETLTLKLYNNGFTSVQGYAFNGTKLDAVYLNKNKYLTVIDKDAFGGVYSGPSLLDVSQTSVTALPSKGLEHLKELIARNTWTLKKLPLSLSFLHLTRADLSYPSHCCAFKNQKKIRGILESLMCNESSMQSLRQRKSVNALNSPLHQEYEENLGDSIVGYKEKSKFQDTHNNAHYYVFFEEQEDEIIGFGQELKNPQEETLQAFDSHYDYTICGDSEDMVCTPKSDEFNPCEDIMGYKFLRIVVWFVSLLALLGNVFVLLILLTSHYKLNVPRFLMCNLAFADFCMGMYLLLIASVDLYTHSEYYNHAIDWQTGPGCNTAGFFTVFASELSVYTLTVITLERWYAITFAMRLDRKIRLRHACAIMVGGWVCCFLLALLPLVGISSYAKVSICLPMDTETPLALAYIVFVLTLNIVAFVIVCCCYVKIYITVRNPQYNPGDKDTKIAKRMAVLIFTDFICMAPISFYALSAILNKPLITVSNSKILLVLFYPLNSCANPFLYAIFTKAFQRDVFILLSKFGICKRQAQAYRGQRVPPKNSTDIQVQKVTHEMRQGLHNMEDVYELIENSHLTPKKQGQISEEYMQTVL
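TSHR-expressing cells, 200/well, pre-treated with compound, then stimulated with EC80 TSH (4nM final) for 2 hours at 37 deg C. cAMP measured by competitive HTRF: anti-cAMP cryptate antibody in lysis buffer plus cAMP-d2, read after 30 minutes at room temperature.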
B2AR arrestin – recruits beta-arrestin to the human beta2-adrenergic receptor; P07550; beta-arrestin recruitment to beta2AR, cell-based reporter; Potency, µM (highest dose often 46.1 µM), without a hit: at the top dose activation, usual class: activators; 0.02% of 330,000 active; AID 492947;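 further: potency means the concentration at half of the fitted maximal effect; 0% = DMSO controls and full agonism = EC100 isoproterenol or metaproterenol; nearly all actives have a fitted effect of over 65% in size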
TCR act – T cell receptor activation; primary human leukocytes, anti-CD3, IL-2 HTRF, 48 h; Potency, µM (top dose mostly 9.22 µM), for inactives: at the highest dose activation of IL-2 secretion, usual class: activators; 330,000 tested, under 10 active; further: % of control where 0% means no effect
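1) Mix primary human leukocytes, a-CD3 beads and compound. 2) Incubate 48 hr. 3) Add HTRF IL-2 reagents (a-IL-2-K, a-IL-2-d2).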
Numbers without * were called inactive; ? = inconclusive; nt = no result given; & = joins results of further samples; [ ] = dose if it differs, or a comment. Unless noted, the call rests on the fitted dose curve; in most records, active means well fitted curve in the direction sought with a large enough effect; inconclusive means small, poorly fitted or top-dose-only effect, or another doubt; inactive means no such curve, though single readings can be large; an effect the other way counts as inactive or inconclusive.

SMILES | PTAP TSG101 blk | Mito fusion act | uPA surface inh | USP2a block | ELG1 repair inh | BCR signal inh | Tb PFK block | Eya2 inh | TSHR antagonist | B2AR arrestin | TCR act
CC1=NN(c2cccc(Cl)c2)C(=O)C12CC(C)=C(C)CS2 (configuration not stated) | 0% | 8% | 2% | -1% | -6% | -11% | 2% | 32% | -6 | 0.1% | -9%
Cc1nn(CCCC(=O)Nc2cc(Oc3ccccc3)cc([N+](=O)[O-])c2)c(C)c1[N+](=O)[O-] | 0% | 14% | 3% | 3% | ? | 17% | 0% | -6% | -42 | 0.2% | -1%[46.1 µM]
O=C(O)c1cc(N/N=C/c2ccc(N3CCOCC3)cc2)ccc1Cl | 3% | 0% | 6% | 0% | ? | ? | 0% | 8% | -8 | -0.4% | 3%
Oc1[nH]c2ccccc2c1N=Nc1nc2ccccc2s1 | -8% | 3% | -1% | 2% | ? | ? | 6% | 26% | -1 | -0.5% | 1%
COc1ccc(CCN2CC(C(=O)NCc3cc(C(C)C)no3)CCC2=O)cc1 (configuration not stated) | -2% | 1% | -5% | 1% | -6% | 13% | 1% | -4% | 2 | 0.4% | 2%
O=C(Nc1ccc(S(=O)(=O)N2CCN(c3ccccc3)CC2)cc1)c1cccs1 | -4% | 24% | -12% | -27% | 12µM* | ? | -5% | 16% | -7 | -0.1% | -4%
CCCCOc1ccc(/C=C/C(=O)OCC(=O)NC2CCS(=O)(=O)C2)cc1OCC (configuration not stated) | -1% | 6% | 1% | 0% | -5% | -1% | -3% | -4% | -5 | -2.2% | -4%
CCOc1ccc(C(=O)OCC(=O)Nc2nc(OC)cc(OC)n2)cc1OCC | -6% | -1% | 2% | -1% | 0% | 3% | -5% | -13% | 1 | -0.3% | -2%
COc1ccc(C)cc1S(=O)(=O)N(CC(=O)N1CCOCC1)c1cc(C)cc(C)c1 | -1% | -1% | -1% | 0% | -15% | 1% | -14% | -2% | 4 | 5.4% | 1%
Cc1cccc(Oc2ccccc2N)c1 | -4% | -9% | nt | 1% | 1% | ? | 2% | -11% | 3 | 0.0% | 1%
CS(=O)(=O)N1CCc2cc(-c3csc(NCC4CCCO4)n3)ccc21 (configuration not stated) | -11% | -3% | 14% | -5% | -20% | -12% | -4% | -10% | -1 | -0.2% | -2%
COc1ccc2oc(=O)c(C(=O)N3CCCC3)cc2c1 | 0% | -3% | -3% | 4% | -8% | ? | -6% | -3% | 0 | -0.2% | -2%
Cc1cc[n+](Cc2ccc([N+](=O)[O-])cc2)cc1 | 0% | -3% | -6% | -2% | 9% | 0% | -11% | 0% | -4 | 0.0% | -8%
COc1cccc(/C=N/Nc2nnc(C)n2N)c1OCc1ccccc1Cl | -1% | 2% | -9% | -13% | -4% | ? | -8% | -5% | 61 | -0.6% | 4%[46.1 µM]
CCN(c1ccc(NC(=O)COC(=O)CCC(=O)c2ccc(F)cc2)cc1)C(C)C | -5% | 5% | 3% | 1% | 3% | -4% | 0% | 2% | 12 | -0.1% | -2%
COc1cc(OC)c(C(=O)N2CCCC2)cc1OC | 0% | 7% | 2% | 3% | ? | 8% | -2% | 0% | 1 | 0.3% | 3%
Cc1ccc(CNC(=O)CNC(=O)[C@@H]2Cc3ccccc3CN2)cc1 | -8% | -11% | -5% | 0% | ? | -2% | -5% | -2% | 12 | -0.3% | 1%
Cc1ccc(-c2ccc(C(=O)O)c(C)n2)cc1 | -2% | 0% | 0% | 3% | -1% | 15% | -2% | 9% | 3 | 3.7% | 4%[46.1 µM]
COC(=O)C1=C2SCC(=O)N2C(N)=C(C#N)C1 | -2% | 0% | -14% | 1% | 11% | 5% | -1% | ? | -2 | 0.9% | 2%
O=C(COC(=O)C1(c2ccc(F)cc2)CCCC1)N1CCc2ccccc21 | -3% | -1% | -1% | -1% | -15% | 6% | -4% | -3% | -10 | -0.2% | 2%[46.1 µM]
Cc1ccc(C(=O)NCCCn2ccnc2)cn1 | -3% | -1% | 4% | 0% | 1% | -3% | 0% | 1% | 0 | -0.7% | -2%
Cc1ccc(NC(=O)C(Cc2ccccc2)NC(=O)c2ccco2)cc1 (configuration not stated) | -3% | -3% | 4% | 2% | 2% | 7% | -6% | 1% | -3 | 0.2% | nt
C[C@@H](C(=O)NC1CCCCC1)N1C(=O)N2CCc3c([nH]c4ccccc34)[C@@]2(C)C1=O | -2% | 5% | 6% | 3% | ? | ? | 7% | -13% | 9 | 5.5% | -3%
O=C(Nc1ccc(S(=O)(=O)N2CCCC2)cc1)c1cnccn1 | -7% | 0% | 1% | 8% | 0% | -13% | 0% | 3% | -9 | -0.3% | 2%
CCOC(=O)CN(C)S(=O)(=O)c1ccc(-c2cc(C(=O)OC)sc2C(F)(F)F)cc1 | -4% | -11% | -11% | 3% | -19% | ? | 0% | -21% | 6 | 0.2% | -3%
CCNC(=O)[C@H]1O[C@@H](n2cnc3c(N)nc(NCCc4ccc(CCC(=O)O)cc4)nc32)[C@H](O)[C@@H]1O | -3% | ? | 5% | -3% | -3% | ? | -2% | 3%&1% | 23&6 | -0.4% | -4%
CCOC(=O)c1sc(NC(=O)c2ccncc2)nc1C | -2% | 2% | -9% | 0% | ? | 1% | 1% | 0% | -1 | 9.2% | -9%[46.1 µM]
O=C(c1cc(COc2c(F)cccc2F)on1)N1CCCCCC1 | 0% | -6% | -5% | 0% | ? | 2% | -3% | 0% | 16 | -0.5% | 6%
Cc1ccnc(NS(=O)(=O)c2ccc(NC(=O)c3ccc(S(=O)(=O)N(C)C)cc3)cc2)n1 | 1% | 1% | 0% | 3% | -5% | -1% | -3% | -15% | 5 | -0.1% | -2%
C=CCn1c(=NC(=O)c2ccc(S(=O)(=O)N3CCCC3)cc2)sc2cc(NC(C)=O)ccc21 | 0% | 1% | 8% | 1% | -2% | 3% | -5% | 0% | -2 | -0.1% | 1%[46.1 µM]
CCN(C(=O)CSc1nnnn1-c1ccccc1OC)C1CCS(=O)(=O)C1 (configuration not stated) | -1% | -3% | -1% | 2% | -10% | 4% | 1% | 2% | 12 | 0.3% | 0%
C[C@H]1C=C(C(=O)NC2CC2)O[C@@H](OCc2ccc(CO)cc2)C1 | 1% | -6% | -9% | -11% | 29% | ? | -6% | 4% | 7 | -0.2% | 3%
C[C@@H]1COC(=O)[C@H](NC(=O)OCC2c3ccccc3-c3ccccc32)C/C=C\C[C@@H](CC(=O)N(CCO)Cc2ccccc2)C(=O)N1 | 0% | nt | -21% | 0% | 11% | 5% | 0% | -1% | -2 | 0.0% | -11%
CN(CCCN1CCOCC1)C(=O)c1cc(COc2ccc(F)cc2F)on1 | 0% | -8% | 4% | 0% | 0% | -1% | -5% | -12% | 12 | 0.3% | -12%
CCOc1ccc(S(=O)(=O)NCCC(=O)NCC(c2ccccc2OC)N2CCCC2)cc1 (configuration not stated) | -3% | 2% | 4% | 3% | 24% | 8% | -16% | -6% | 10 | 0.0% | -27%
CC(C)CC1NC(=O)c2ccccc2-n2c1nc1ccc(Cl)cc1c2=O (configuration not stated) | nt | nt | nt | 2% | ? | 0% | 0% | -2% | 8 | 0.1% | nt

Fetched by structure from the list above (two):
SMILES | PTAP TSG101 blk | Mito fusion act | uPA surface inh | USP2a block | ELG1 repair inh | BCR signal inh | Tb PFK block | Eya2 inh | TSHR antagonist | B2AR arrestin | TCR act
CC(C)CC1NC(=O)c2ccccc2-n2c1nc1ccc(Cl)cc1c2=O (configuration not stated) | nt | nt | nt | 2% | ? | 0% | 0% | -2% | 8 | 0.1% | nt
CCOc1ccc(S(=O)(=O)NCCC(=O)NCC(c2ccccc2OC)N2CCCC2)cc1 (configuration not stated) | -3% | 2% | 4% | 3% | 24% | 8% | -16% | -6% | 10 | 0.0% | -27%

From PubChem
